Compound activity (PubChem)
IL1B secr inh = qHTS for Inhibitors of Inflammasome Signaling: IL-1-beta AlphaLISA Primary Screen; THP-1 LPS/ATP IL-1B secretion, AlphaLISA, 16 h; stronger effect = lower value; activity change, % at 57.5 µM; 360,000 tested, 4.7% active; AID 743279, 2014; in the data active = activity change below about -50%; inconclusive = mostly about -30% to -49%; also: % is scaled to controls: 0 for no effect and ±100 for the full control effect
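THP-1 cells pretreated 1 hr with compounds (up to 57.5 uM final), then stimulated with LPS (250 ng/mL final) plus ATP (1.25 mM final); secreted IL-1B measured by AlphaLISA after 16 hr, decreased signal indicating inhibition.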
A549 tox = Nrf2 qHTS screen for inhibitors: counterscreen for cytotoxicity. A549 ARE-Fluc cells, CellTiter-Fluor viability, 18-24 h. Potency, µM (series often up to 46 µM), for the others: at the highest dose activity change, negative = cytotoxicity, usual class: inhibitors. 390,000 tested, 0.16% active; also: potency is read from the fitted curve at half-maximal effect; % is scaled to controls: 0 for no effect and ±100 for the full control effect
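A549 ARE-Fluc cells in 5% FBS OPTI-MEM, 5000 cells/well, rested 2 h then exposed to compounds in concentration-response for 18-24 h at 37 °C. Viability by CellTiter-Fluor fluorescence (Ex 405/Em 525) after 30 min; luciferase luminescence (BugLite, 15 min, RT) read afterwards.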
Nrf2 ARE act = qHTS of Nrf2 Activators; AREc32 ARE-luciferase reporter (MCF7-derived line), luminescence, 24 h; Potency, µM (highest dose often 46.1 µM), for inactives: at the top dose activation, actives largely listed as activators; 410,000 tested, 0.31% active; AID 624171, 2012; also: potency is read from the fitted curve at half-maximal effect; % of control where 0% means no effect; nearly all actives have a fitted effect of over 65% in size
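Luminescent ARE reporter assay in AREc32_Fluc cells: overnight plating at 37 deg C, 24 hr compound incubation, Steady-Glo added, 30 min RT before reading.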
TGFb inhibitor = qHTS for Inhibitors of TGF-b. HepG2 CAGA-GFP TGF-b/SMAD3 reporter, GFP fluorescence, 18 h; TGF-beta stimulated, 500 pg/mL final. Potency, µM (doses to about 46.1 µM), for inactives: top-dose activity, negative = inhibition, actives largely listed as inhibitors. 410,000 tested, 1.2% active. AID 588855, 2011; also: potency is read from the fitted curve at half-maximal effect; % is scaled to controls: 0 for no effect and ±100 for the full control effect; nearly all actives have a fitted effect of over 65% in size
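Inhibition was scored as loss of TGF-beta-induced (500 pg/mL final, 18 hours, 37 degrees C) GFP in HEPG2 cells carrying a CAGA-GFP reporter, in DMEM with 1% FBS. Well GFP was summed per cell; Activity was normalised to unstimulated and stimulated DMSO wells, then concentration-response fitting.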
HepG2 viability = qHTS for Inhibitors of TGF-b: Cytotox Counterscreen; 410,000 tested, 0.76% active; Potency, µM (highest dose often 46.1 µM), inactives show top-dose activity change, negative = cytotoxicity, usual class: cytotoxic; AID 588856, 2011; HepG2 CAGA-GFP viability, ATP luminescence, 18 h; also: potency is read from the fitted curve at half-maximal effect; some results filed as inactive show a strong effect at the top dose
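CellTiter-Glo luminescence gave cytotoxicity after 18 hours at 37 degrees C. The cells were HepG2 CAGA-GFP in 1% FBS DMEM, stimulated with 500 pg/mL TGF-beta after compound addition. %Activity was normalised to no-cell wells (complete cell-killing) and DMSO (no toxicity), and curves were fitted and classified.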
MCF10A rereplic = A quantitative high throughput screen for small molecules that induce DNA re-replication in MCF 10a normal breast cells | MCF 10A DNA re-replication, Hoechst nuclear intensity, 48 h | Potency, µM (doses to about 46.1 µM), inactives show at the top dose activity, positive = re-replication, hits mostly activators | 350,000 tested, 2.9% active | AID 624296, 2012; also: potency is read from the fitted curve at half-maximal effect; % of control where 0% means no effect; nearly all actives have a fitted effect of over 50% in size
ATXN2 expr inh = Primary qHTS for Inhibitors of ATXN expression; 360,000 tested, 0.72% active; Potency, µM (series often up to 57 µM), for the others: top-dose activity change, negative = inhibition, hits mostly inhibitors; HEK-293 ATXN2-luciferase reporter, luminescence, 24 h; AID 1745845, 2022; also: potency is read from the fitted curve at half-maximal effect; % is scaled to controls: 0 for no effect and ±100 for the full control effect; nearly all actives have a fitted effect of over 55% in size
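ATXN2-luciferase reporter cells (luciferase flanked by upstream and downstream ATXN2 gene portions) were treated 24 h at 37 °C with compounds at up to 57 uM. SteadyGlo luminescence gave expression; GF-AFC fluorescence gave viability.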
Nrf2 block = Nrf2 qHTS screen for inhibitors. A549 ARE-Fluc reporter, luciferase luminescence, 18-24 h. Potency, µM (doses to about 46 µM), for the others: at the highest dose activity change, negative = inhibition, hits mostly inhibitors. 360,000 tested, 2.1% active. AID 504444, 2011; also: potency is read from the fitted curve at half-maximal effect; % is scaled to controls: 0 for no effect and ±100 for the full control effect; nearly all actives have a fitted effect of over 60% in size
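Cells were seeded and rested 2 h, then exposed to compounds for 18-24 h. CellTiter-Fluor was read first as a viability measure. BugLite was added 15 min before the final luminescent read of ARE-luciferase activity in A549 cells.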
S2 tox = Viability Counterscreen for Primary qHTS for Inhibitors of ATXN expression. Potency, µM (highest dose often 56.7 µM), hits mostly cytotoxic. AID 651635, 2014. S2 cells (HEK-293 line with an ATXN2-luciferase reporter) viability, CellTiter-Fluor protease fluorescence, 24 h. 400,000 tested, 0.49% active; also: potency is read from the fitted curve at half-maximal effect; nearly all actives have a fitted effect of over 40% in size
* = called active by the depositor; i = inactive; ? = inconclusive; . = no result given; & = joins results of further samples; ! = not active in a repeat; [ ] = another dose, or the depositor's remark. Unless noted, calls follow the shape of the dose curve; as a rule, active = well fitted curve in the direction sought with a large enough effect; inconclusive = small, poorly fitted or top-dose-only effect, or another doubt; inactive = no such curve, though single readings can be large; an effect the other way counts as inactive or inconclusive. An unsorted share of the library (roughly 8.8% active in at least one column).

SMILES	IL1B secr inh	A549 tox	Nrf2 ARE act	TGFb inhibitor	HepG2 viability	MCF10A rereplic	ATXN2 expr inh	Nrf2 block	S2 tox
Cc1nn(CC(=O)N2CCN(c3ccccc3)CC2)c(=O)c2ccccc12	-29.7	6.0%	0.4%	-1.4%	10.7%	-2.2%	-7.6%	10.0%	i
O=C(O)CSC1=NC(=Nc2ccc(Cl)cc2)C2(CCCCC2)N1c1cccc(C(=O)O)c1	-1.8	-2.4%	-0.4%	-4.0%	0.1%	4.4%	-3.8%	5.9%	i
CC(C)c1nnc(NC(=O)CCC(=O)N2CCN(c3ccccc3F)CC2)s1	0.8	12.3%	-0.1%	-4.0%	-10.2%	1.3%	-6.7%	-0.1%	i
O=C(NCc1ccco1)C1CCCN(S(=O)(=O)c2ccccc2)C1 (stereo not given)	32.0	0.8%	-0.6%	18.9%	-8.2%	-2.1%	7.7%	-7.1%	i
O=C(CSCc1ccccc1)N1CCN(c2cccc(C(F)(F)F)c2)CC1	18.5	-1.4%	3.2%	?	-47.3%	-1.2%	5.4%	-13.9%	i
COc1ccc(NC(=O)/C(C#N)=C\c2cc(C)n(-c3ccc4c(c3)OCO4)c2C)cc1	0.0	-2.3%	3.3%	3.0%	-2.7%	5.17µM*	?	-3.3%	i
COc1cc(C(=O)N/N=C\c2ccccc2)c([N+](=O)[O-])c(OC)c1OC	55.4	-17.9%	0.2%	1.4%	-7.4%	17.1%	-1.7%	?	i
CCN(CC)C(=O)c1c(NC(=O)c2ccccc2)sc(C)c1C	37.4	-4.1%	2.6%	-4.6%	-2.2%	8.4%	6.2%	3.5%	i
CCC(=O)Nc1nc2nc(C)cc(=O)n2[nH]1	9.0	1.0%	1.4%	1.0%	42.5%	-0.8%	2.0%	10.7%	i
O=C(c1[nH]c(C(F)(F)F)nc1-c1ccccc1)N1CCN(c2ccc(C(F)(F)F)cn2)CC1	24.2	.	0.5%	-23.6%	-30.0%	.	-12.1%	.	i
COc1ccc(NC(=O)C2CCN(c3cc(-c4ccccc4)nc4ncnn34)CC2)cc1OC	-58.4*	-20.4%	-0.1%	-17.6%	-0.3%	28.0%	?	.	i
CC(C)(C)c1ccc(Oc2ccc(NC(=O)c3cccs3)cn2)cc1	-80.1*	-16.7%	-0.9%	?	-47.8%	?	-21.0%	16.4µM*	?
CCN(CC)c1ccc(CN(C(=O)c2cc(=O)c3ccccc3o2)C2CCS(=O)(=O)C2)cc1 (stereo not given)	.	-0.4%	3.3%	-11.5%	3.8%	.	4.4%	-18.9%	i
Cc1ccc(S(=O)(=O)N2CCC(=O)N(C(CO)C(C)C)CC2)cc1 (stereo not given)	-4.8	-1.3%	-0.2%	-2.0%	0.4%	4.7%	-4.9%	-12.2%	i
O=c1c(-c2ccc3c(c2)OCCO3)coc2cc(O)cc(O)c12	22.9	0.8%	-0.4%	-0.7%	-19.1%	-182.1%[0.0737 µM]	49.3%[activator]	?	i
CC(=O)Nc1ccc(-c2ccnc3c2CC(C)(C(=O)Nc2ccccc2)O3)cc1 (stereo not given)	-23.8	.	0.7%	6.4%	-2.4%	.	-20.2%	.	i
CC1Oc2ccccc2N(Cc2ccc(F)cc2)C1=O (stereo not given)	22.8	0.2%	-0.8%	0.0%	-0.1%	-0.5%	-0.7%	6.0%	i
COc1ccc(NC(=O)COC(=O)[C@@H]2CCCN2S(=O)(=O)c2ccccc2F)c(OC)c1	4.6	-7.5%	3.0%	-0.5%	-4.2%	2.7%	15.5%	10.0%	i
O=C(CSc1ccc(-c2ccco2)nn1)NCc1ccc2c(c1)OCO2	5.7	-1.6%	1.9%	1.6%	-55.8%	-0.6%	-12.1%	-10.1%	i
COc1ccc(C(=O)NCc2nnc(SCC(=O)c3ccccc3)n2C)cc1	14.1	0.3%	-0.5%	0.9%	-3.2%	-2.6%	5.1%	0.0%	i
CCOC(=O)C1CCCN(c2nc3c(S(=O)(=O)c4ccc(CC)cc4)nnn3c3ccsc23)C1 (stereo not given)	.	-0.6%	-0.3%	29.8%	3.9%	.	.	-13.1%	.
Cc1ccc(-c2noc(CCCC(=O)N3CCOCC3)n2)cc1	21.5	-3.8%	0.4%	2.3%	-20.8%	8.7%	-11.9%	-26.4%	?
Cc1ccc(N2CCN(C(=O)c3ccccc3)CC2)c(C)c1	-10.0	5.4%	-0.3%	10µM*	-31.3%	2.2%	-25.5%	11.9%	i
O=c1c2c(n3cnnc3n1-c1ccccc1)-c1ccccc1CC21CCCCC1	24.5	0.6%	-0.3%	0.3%	1.8%	-5.8%	1.5%	-2.9%	i
CCOc1ccc(C(=S)N2CCOCC2)cc1OCC	-13.3	2.5%	-1.1%	30.2%	4.1%	-1.4%	3.3%	.	i

Remaining list, next part
SMILES	IL1B secr inh	A549 tox	Nrf2 ARE act	TGFb inhibitor	HepG2 viability	MCF10A rereplic	ATXN2 expr inh	Nrf2 block	S2 tox
O=C(CCSc1nc(-c2ccco2)cc(C(F)(F)F)n1)Nc1cccc(O)c1	.	3.0%	0.5%	?	-42.0%	.	-23.0%	4.9%	i
CCOc1ccc(-c2nnc(SCC(=O)Nc3cc(C)on3)o2)cc1	0.0	-3.8%	-1.7%	2.4%	3.3%	-6.5%	.	14.6µM*	i
CC(C)OC(=O)Nc1ccc2c(c1)N(C(=O)CCN1CCOCC1)c1ccccc1CC2	-18.9	-1.9%	3.9%	4.8%	-2.7%	3.1%	-24.0%	-16.2%	i
COc1ccccc1NC(=O)c1cc2c(CO)cnc(C)c2oc1=Nc1ccccc1	48.2	2.9%	2.4%	-0.9%	-3.7%	-0.3%	-26.4%	3.7%	i
CCOC(=O)C1CCN(C(=O)COc2ccc(Br)cc2)CC1	18.8	-7.9%	-0.8%	6.9%	-1.4%	14.9%	-2.0%	5.1%	i
Cc1noc(C)c1NC(=O)N(C)C[C@H]1Oc2ccc(NC(=O)Nc3ccc(C(F)(F)F)cc3)cc2C(=O)N([C@H](C)CO)C[C@@H]1C	-4.5	-2.8%	0.1%	-9.2%	-2.6%	-10.0%	2.0%	0.6%	?
CCCCN(CC)CCNC(=O)c1cc2c(-c3ccc(Cl)cc3)nn(C)c2s1	-97.2*	?	-2.0%&-0.8%	?	20µM*!	18.4µM*	?	?	.
N#C/C(=C/c1ccccc1[N+](=O)[O-])c1nc(C2CC2)cs1	?	-0.6%	11.2µM*	7.5%	-4.0%	13.1%	?	?	?
CC(Oc1cc(-c2ccccc2)cc2ccccc12)C(=O)N1CCOCC1 (stereo not given)	-10.4	-2.4%	-0.8%	-9.1%	-14.5%	15.5%	-16.6%	2.1%	i
CCCCNC(=O)C1(C)CCN1Cc1cc(C)ccc1C (stereo not given)	-0.3	.	0.5%	?	-34.3%	.	-20.0%	.	i
COCCCn1c(C(=O)N2CC(C)OC(C)C2)cc2c(=O)n3ccccc3nc21 (stereo not given)	-17.6	?	0.6%	-8.5%	-14.1%	7.7%	-2.2%	4.3%	.
c1cncc(CSc2nnc3ccc(-c4ccco4)nn23)c1	16.3	-5.4%	8.3%	-10.4%	2.6%	0.1%	13.4%	-7.8%	i
Cc1ccc(C(=O)O)cc1NC(=S)NC(=O)Cc1ccccc1	15.1	-13.9%	0.2%	-15.0%	-12.4%	15.0%	4.8%	-11.8%	i
Cc1ccc(OC(=O)c2ccc3snnc3c2)cc1	6.1	6.7%	0.8%	-1.3%	-10.0%	0.9%	2.9%	0.2%	i
CC1Cc2ccccc2N1C(=O)CSc1nnc(-c2ccc(S(=O)(=O)N3CCCC3)cc2)o1 (stereo not given)	19.3	-7.2%	0.2%	-0.6%	1.3%	1.8%	-13.4%	-1.0%	i
CC(C)(C)c1ccccc1OCC(=O)Nc1ccccc1C(=O)NCc1cccnc1	-89.9*	1.7%	2.6%	-19.3%	-23.0%	?	-26.0%	-7.4%	i
CCN1CCC(Nc2ccnc3cc(Cl)ccc23)CC1	-5.7	-14.5%	-0.4%	1.7%	-14.7%	-2.9%	-25.7%	-0.2%	i
COc1ccc(OCC(=O)Nc2ccc(C(=O)Nc3ccccc3C(=O)O)cc2)cc1	49.0	-2.6%	1.8%	-5.8%	3.1%	-31.0%[inhibitor]	2.1%	-20.1%	i
CCn1c2ccccc2c2cc(NC(=O)CN(C)CC(=O)Nc3ccc(N4CCOCC4)cc3)ccc21	?	-11.5%	-1.0%	-16.9%	-14.1%	-6.7%	-36.1%	?	i

Record cards, from the list above. Order of values: IL1B secr inh, A549 tox, Nrf2 ARE act, TGFb inhibitor, HepG2 viability, MCF10A rereplic, ATXN2 expr inh, Nrf2 block, S2 tox
Record of `CCn1c2ccccc2c2cc(NC(=O)CN(C)CC(=O)Nc3ccc(N4CCOCC4)cc3)ccc21` : ?, -11.5%, -1.0%, -16.9%, -14.1%, -6.7%, -36.1%, ?, i
Record of `Cc1ccc(OC(=O)c2ccc3snnc3c2)cc1` : 6.1, 6.7%, 0.8%, -1.3%, -10.0%, 0.9%, 2.9%, 0.2%, i
Record of `CCN1CCC(Nc2ccnc3cc(Cl)ccc23)CC1` : -5.7, -14.5%, -0.4%, 1.7%, -14.7%, -2.9%, -25.7%, -0.2%, i
Record of `O=C(CCSc1nc(-c2ccco2)cc(C(F)(F)F)n1)Nc1cccc(O)c1` : ., 3.0%, 0.5%, ?, -42.0%, ., -23.0%, 4.9%, i
